# From PubChem
# GPR55 LPI antagonism = GPR55 antagonists blocking LPI-driven arrestin recruitment, primary screen, imaging, U2OS, beta-arrestin-GFP, LPI agonist (AID 2013) | U2OS GPR55 beta-arrestin-GFP translocation imaging, LPI antagonism; higher % means a stronger effect | inhibition, % at 10 µM; hits with a dose series show IC50 in µM | hit rate 0.13% among 290,000;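 active = spots per cell inhibited over 60%, with over 100 cells counted and total cytoplasm intensity under 500,000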;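 note: U2OS cells stably carrying GPR55 and arrestin-GFP stimulated by 5 µM LPI near EC80; imaged beta-arrestin-GFP aggregate spots per cell after agonist stimulation; plate controls were LPI-stimulated DMSO wells for no effect and DMSO wells without LPI for full effect; some results filed as inactive read as strong as hits; confirmed hits need IC50 under 10 µM and bright autofluorescent wells are also inconclusive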
# NTR1 agonist = agonists of NTR1, primary screen, imaging, U2OS cells, beta-arrestin-GFP, high content (AID 493036); NTR1-U2OS beta-arrestin-GFP spot imaging, agonist mode; P30989; activation, % at 20 µM; hit rate 0.17% among 330,000;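 active = activation at or above 40% of the spot to cytoplasm intensity ratio, with at least 20 cells analyzed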;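 note: 0% = DMSO without peptide and 100% = 100 nM NTR1 peptide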
# Target sequence (P30989 whole entry, looked up): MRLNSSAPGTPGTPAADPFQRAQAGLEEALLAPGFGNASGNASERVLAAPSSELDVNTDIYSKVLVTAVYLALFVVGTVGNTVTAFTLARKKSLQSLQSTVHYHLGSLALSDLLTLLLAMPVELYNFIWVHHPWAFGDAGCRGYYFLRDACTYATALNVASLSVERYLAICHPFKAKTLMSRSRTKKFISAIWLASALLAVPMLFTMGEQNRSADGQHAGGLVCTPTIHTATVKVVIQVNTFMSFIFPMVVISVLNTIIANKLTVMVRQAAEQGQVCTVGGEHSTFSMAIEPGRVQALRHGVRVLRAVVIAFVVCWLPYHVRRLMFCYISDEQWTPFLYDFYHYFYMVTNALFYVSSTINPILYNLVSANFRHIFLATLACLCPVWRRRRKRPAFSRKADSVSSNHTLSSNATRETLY
# T cell HTS = T cell immune modulation candidate; 2C CD8+ T cell-vesicle binding, flow cytometry; hits give low values; calls only at 7 µM; hit rate 0.068% among 330,000; AID 2052;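 active = response, share of CD8 T cells binding vesicles, and their 90th percentile fluorescence all below set limits, cut at about 80% in these data, passing the limit was not always enough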
#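 Material: 2C TCR transgenic mouse naive CD8+ T cells, MACS-purified. Also added: QL9-charged Drosophila Ld/ICAM-1/B7-1 vesicles. Timing: binding 1.5 h at 37 °C. Measured by: high-throughput flow cytometry with anti-B7-1 and anti-CD8 staining. Read-out: percent CD8+ FL2 mean versus row control. Controls: Unloaded micro-vesicles (low), QL9 vesicles with 0.7% DMSO (high).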
# Rac1 GTP hydrolysis = MgcRacGAP GTPase-activating activity inhibitors, confirmation, biochemical, ADP Hunter fluorescence; MgcRacGAP-stimulated Rac1 GTP hydrolysis, ADP Hunter fluorescence; higher % means a stronger effect; GST-tagged Rac1 F28L mutant substrate; inhibition, % at 30 µM; hits with a dose series show IC50 in µM; hit rate 0.6% among 340,000; AID 624330;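 active = first-screen hits whose inhibition reached a set limit at any dose in the follow-up dose series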;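 note: fluorescence reports GDP produced by GAP-driven GTP hydrolysis; strong numbers were not always called active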
# LYP inhibition = inhibitors of LYP phosphatase, biochemical, fluorescence intensity, uHTS (AID 1779); recombinant LYP phosphatase, fluorescence intensity; higher % means a stronger effect; inhibition, % at 11.5 µM; hits with a dose series show IC50 in µM; hit rate 0.054% among 290,000; in the data active = inhibition above about 50%;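 note: plate controls were vehicle with enzyme for no effect and no enzyme for full effect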
# GPR55 activation = GPR55 agonists via beta-arrestin recruitment, primary screen, imaging, U2OS cells, beta-arrestin-GFP redistribution (AID 1961); U2OS GPR55 beta-arrestin-GFP redistribution imaging; higher % means a stronger effect; activation, % at 10 µM; hits with a dose series show EC50 in µM; hit rate 0.048% among 290,000;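 active = activation above 40% with more than 50 cells counted in the well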;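 note: U2OS osteosarcoma cells stably expressing GPR55 and beta-arrestin-GFP; plate controls were DMSO negative control for no effect and LPI positive control for full effect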
# GPR35 arrestin U2OS = GPR35 antagonists blocking zaprinast-driven arrestin recruitment, primary screen, imaging, U2OS, beta-arrestin-GFP, zaprinast agonist (AID 2058); hit rate 0.052% among 290,000; inhibition, % at 10 µM, or IC50 in µM where a hit was titrated; U2OS GPR35 beta-arrestin-GFP translocation imaging, zaprinast antagonism; higher % means a stronger effect;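 active = inhibition of at least 50% with at least 30 cells and total cytoplasm GFP at most 10,000,000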
# Lipid droplet = hepatic lipid droplet formation modulation. hit rate 0.4% among 240,000. inhibition, % at 6.5 µM. AML12 mouse hepatocytes, oleate lipid droplets, BODIPY imaging. AID 1656;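 active = lipid droplet intensity inhibited by at least 50%, with more than 500 cells counted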
#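 Assay system: AML12 mouse liver cells | Compound dosing: One dose, 6.5 µM compound | Read-out basis: Droplet intensity reduction, % inhibition | Measured by: Fluorescence imaging, 20x objective, two fields per well | Schedule: Overnight treatment with compound plus oleate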
# Large T inhibition = SV40 large T antigen inhibitors, biochemical (AID 1903); SV40 large T antigen ATPase/helicase inhibition assay; higher % means a stronger effect; hit rate 0.39% among 310,000; one-dose inhibition, % at 20 µM; IC50 in µM for titrated hits; in the data active = a potency from the dose series; note: strong numbers were not always called active
# Lipid droplet cells 6.5 µM = recorded beside Lipid droplet, whose call it bears; cell count; measured here: cell count, cytotoxicity flag;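 cells counted across two imaged fields per well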
# T cell HTS vesicle-bound % = also measured in T cell HTS; calls as there; double positive events, %; measured here: CD8+ vesicle-bound cell fraction;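 binding gate set so that unloaded-vesicle control wells show 10% double positive cells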
# NTR1 agonist cell count 20 µM = recorded beside NTR1 agonist, whose call it bears; cell count; measured here: cell count, cytotoxicity flag
# Active calls of the source: *; i = inactive; . = no result given.
molecule,GPR55 LPI antagonism,NTR1 agonist,NTR1 agonist cell count 20 µM,T cell HTS,T cell HTS vesicle-bound %,Rac1 GTP hydrolysis,LYP inhibition,GPR55 activation,GPR35 arrestin U2OS,Lipid droplet,Lipid droplet cells 6.5 µM,Large T inhibition
O=C(NC1=NN(c2ccccc2)CC1)Nc1ccccc1F,1.9%,21.9,65,i,28.6,12.4%,-0.8%,-0.2%,-16.1%,24.6,735,-6.2%
O=C(CCC1COc2ccccc2O1)NCC1COc2ccccc2O1 (stereo not given),0.8%,-0.9,43,i,17.4,-8.3%,-5.6%,-0.2%,9.1%,-0.1,754,-6.4%
Cc1c(NC(=O)CSc2ccc(Cl)cc2)c(=O)n(-c2ccccc2)n1C,-1.7%,-2.0,30,i,23.7,5.4%,-7.0%,-0.4%,9.9%,3.7,743,0.1%
ClC1(Cl)CC1CSc1ncn[nH]1 (stereo not given),-3.9%,.,.,.,.,7.0%,-7.0%,0.9%,12.2%,-14.2,688,10.5%
COc1ccc(-c2noc(CCC(=O)N3CCN(c4cc(C)ccc4C)CC3)n2)cc1,15.6%,0.9,21,i,36.0,-6.2%,-15.1%,-0.1%,-5.5%,-15.1,748,6.2%
CCCCOC(=O)n1c(=O)oc2ccc(S(=O)(=O)N3CCCCC3)cc21,17.1%,4.5,64,i,11.8,5.8%,0.7%,0.4%,7.5%,1.8,751,25.0%
COc1ccc(Cl)cc1NC(=O)NCCN1CCCCC1,17.6%,-1.8,58,i,24.7,5.3%,-8.0%,-0.1%,-9.3%,5.8,684,-3.0%
CCCc1nc2nc(C)c(NS(=O)(=O)c3ccc(C(C)(C)C)cc3)c(=O)n2[nH]1,-9.5%,0.9,55,i,22.2,6.0%,-3.0%,-0.2%,1.4%,-0.7,807,4.5%
O=C(NC(=S)Nc1ccc2[nH]ncc2c1)c1ccccc1,-14.8%,0.5,48,i,20.9,14.3%,-8.1%,-0.2%,6.2%,-4.6,750,11.9%
COC(=O)c1ccc(CSc2nc3sc(C(=O)O)c(C)c3c(=O)[nH]2)cc1,-3.7%,-2.0,82,i,57.7,.,0.3%,0.2%,-6.5%,4.7,711,-19.3%
CCOC(=O)N1CCN(C(=O)CSc2nnc(-c3ccc(C(C)(C)C)cc3)o2)CC1,0.5%,-3.7,54,i,31.8,1.3%,-4.8%,0.6%,4.3%,3.9,672,7.9%
CCCC/C=C/C(NC(=O)CCc1ccccc1)c1ccccc1 (stereo not given),-4.4%,-6.4,86,i,32.9,0.3%,5.8%,-0.1%,-0.4%,-29.3,697,7.9%
COc1ccc(N2CCN(C(=O)CNC(=O)Cc3ccc(Cl)cc3)CC2)cc1,0.1%,0.8,55,i,16.0,21.1%,-7.0%,0.0%,9.4%,-1.2,679,14.8%
O=C(CN1C(=O)C2C3C=CC(C3)C2C1=O)NCCc1ccccc1 (stereo not given),-6.3%,0.2,62,i,49.2,0.0%,-3.7%,-0.2%,-10.9%,6.2,633,9.1%
CC1(C)CC(=O)C2=C(C1)Nc1ccccc1NC2c1ccccc1F (stereo not given),3.5%,-0.4,59,i,23.9,5.2%,-0.4%,-0.3%,8.5%,-8.8,783,19.2%
Cc1ccc(S(=O)(=O)N2CCN(c3ccc4nnc(-c5ccccc5)n4n3)CC2)cc1,5.1%,.,.,.,.,8.4%,0.0%,-0.1%,-13.3%,.,.,-3.5%
CN(C)CC(C)(C)CNS(=O)(=O)c1cccc(Cl)c1Cl,59.7%,-2.9,60,i,29.5,-4.7%,-1.7%,-0.1%,10.8%,15.1,786,10.2%
CCCCCCCOC(=O)C[N+](C)(C)CCOC1CC2CCC1(C)C2(C)C (stereo not given),34.4%,.,.,.,.,8.1%,-6.2%,-0.2%,4.9%,-15.3,599,33.5%
COc1ccccc1NC(=O)Nc1ccc2[nH]c(=O)[nH]c2c1,-1.4%,-1.6,77,i,24.1,0.4%,-8.0%,0.2%,-3.0%,.,.,1.3%
O=C(N=C1SC2CS(=O)(=O)CC2N1Cc1ccc(Cl)cc1)C1CC1 (stereo not given),-4.0%,-1.1,62,i,13.3,2.3%,-11.1%,-0.1%,-0.8%,-17.2,708,13.3%
CC(C)(C)Cc1nnc(NC(=O)CSc2ccccc2)s1,0.4%,0.9,65,i,21.1,9.4%,-5.9%,0.1%,-4.8%,0.7,846,-6.4%
O=C(Nc1ccc(NC(=O)C2CCCCC2)nc1)c1ccccn1,1.1%,-1.2,79,i,29.3,-12.4%,-7.7%,0.2%,1.7%,-8.6,695,0.2%
O=C(Nc1ccc(S(=O)(=O)NCc2ccccc2)cc1)c1ccc(Br)o1,1.5%,1.6,57,i,46.7,0.2%,-0.7%,0.5%,11.6%,4.4,643,-5.6%
COc1cccc(-c2ccc(NC(=O)C3CCCN(CCCn4cccn4)C3)cc2)c1 (stereo not given),14.0%,5.2,65,i,17.4,12.7%,-14.1%,-0.1%,22.2%,.,.,12.1%
CN(C)c1ccc(-c2sc(Nc3ccccc3)n[n+]2-c2ccc(F)cc2)cc1,51.0%,-0.7,77,i,11.2,9.0%,5.9%,-0.2%,1.33µM*,-8.2,779,14.3%

# Other structures
molecule,GPR55 LPI antagonism,NTR1 agonist,NTR1 agonist cell count 20 µM,T cell HTS,T cell HTS vesicle-bound %,Rac1 GTP hydrolysis,LYP inhibition,GPR55 activation,GPR35 arrestin U2OS,Lipid droplet,Lipid droplet cells 6.5 µM,Large T inhibition
CCOc1cc(/C=N/NC(=O)Nc2ccccc2)ccc1O,-2.6%,0.5,36,i,55.9,32.5µM*,-0.5%,-0.1%,-9.8%,5.0,755,>100µM*
Cc1oc(=O)c(NC(=O)c2ccccc2)cc1C(C)O (stereo not given),-10.5%,-2.0,100,i,59.1,3.8%,0.0%,0.3%,-7.9%,-1.0,696,26.1%
COc1ccc(CNC(=O)CN2C(=O)NC3(CCCCCC3)C2=O)cc1OC,2.6%,-1.6,21,i,51.4,6.9%,-3.2%,-0.4%,14.8%,-1.1,684,7.0%
CCOc1nc(Nc2ccc(OC)cc2)nc(OCC)n1,5.3%,29.3,99,i,26.8,2.8%,-6.9%,-0.1%,2.7%,4.0,743,4.5%
O=C(/C=C/c1ccc(Cl)cc1)Nc1ccc(Br)cn1,1.7%,-0.1,60,i,26.3,-0.9%,-8.2%,0.0%,2.9%,-9.3,730,4.6%
COC(=O)CC(NC(=O)Nc1ccc(C)cc1)c1cccc([N+](=O)[O-])c1 (stereo not given),-3.6%,0.7,31,i,55.8,6.2%,-8.3%,0.8%,12.1%,-1.6,728,8.5%
CCOc1ccc(Cc2noc3c2C(=O)CC(C)(C)C3)cc1OCC,6.1%,-0.1,49,i,48.2,2.5%,-3.2%,-0.5%,3.5%,-7.7,756,7.4%
Cc1ccn2cc(C(=O)Nc3ccc4c(c3)OCCO4)nc2c1,9.7%,1.5,52,i,59.5,3.7%,-1.4%,-0.4%,8.0%,.,.,13.1%
CC(C)OP(=O)(OC(C)C)C(NC(=O)c1ccccc1)C(N)=O (stereo not given),-4.3%,2.4,37,i,57.2,9.7%,-5.4%,-0.6%,7.2%,21.1,721,3.0%
Cc1ccsc1C(=O)N1CCC(CO)(Cc2ccccc2)CC1,1.9%,-0.4,32,i,42.5,3.4%,1.4%,-0.1%,-2.4%,6.3,756,25.0%
O=C(Nc1c2c(nc3ccccc13)CCCC2)c1ccccc1Br,-4.5%,-3.4,102,i,61.1,12.6%,-3.3%,0.0%,3.0%,2.0,640,-1.6%
CCN1/C(=C2\C(=O)N(c3ccccc3)N=C2C)C=Cc2cc(C)ccc21,10.1%,-0.8,80,i,54.2,3.0%,-6.6%,0.4%,2.0%,11.7,685,7.2%
c1ccc(-c2ccnc3nc(N4CCN(c5ccccc5)CC4)nn23)cc1,25.7%,9.7,78,i,45.4,5.2%,1.0%,-0.1%,12.4%,.,.,1.1%
Cc1ccccc1C(=O)c1cccn1CC(=O)NCCN1CCN(c2cccc(C)c2C)CC1,5.5%,8.0,96,i,30.9,3.4%,-3.3%,-0.1%,5.0%,-3.5,751,5.1%
NC(=O)NC(c1ccccc1)c1ccccc1,1.3%,-0.7,40,i,32.0,1.1%,-2.4%,-0.2%,3.5%,5.3,717,9.8%
CCN(CC)S(=O)(=O)c1cccc(C(=O)Nc2cc(C)cc(C)c2)c1,-2.9%,-2.0,73,i,48.4,4.3%,5.8%,0.3%,13.3%,.,.,-2.6%
COC(=O)c1c(NC(=O)C(C)C)sc(C(=O)N2CCOCC2)c1C,-4.1%,2.3,70,i,47.7,-6.2%,-9.0%,0.0%,-9.6%,0.8,827,0.0%
CC1=CC2=NC(=O)/C(=C/c3cccs3)C(=N)N2O1,-3.0%,0.1,63,i,29.0,13.7%,-0.3%,0.0%,-8.0%,-1.3,661,2.2%
O=C(NCCC1=CCCCC1)C(=O)NCC1OCCCN1S(=O)(=O)c1cc(F)ccc1F (stereo not given),4.2%,-0.8,70,i,39.1,3.0%,-4.5%,0.0%,8.5%,-16.3,684,9.6%
O=C(Nc1ccc(Cl)cc1)C1CC2CCCC(C1)C2=O (stereo not given),6.2%,1.7,78,i,50.4,7.2%,-4.4%,-0.2%,-7.6%,.,.,7.2%
COc1ccc(/C=C/C(=O)NC2CCCCC2C)cc1 (stereo not given),18.7%,1.1,62,i,54.8,1.9%,-5.3%,0.4%,12.0%,-3.2,740,7.7%
Cc1ccccc1S(=O)(=O)/N=C(/c1ccccc1)N1CCOCC1,-12.1%,-0.6,37,i,30.7,1.5%,-6.4%,0.3%,0.7%,5.1,654,0.5%
COC(=O)c1ccccc1NC(=S)N(Cc1ccc2c(c1)OCO2)Cc1cc2ccc(C)cc2[nH]c1=O,-2.1%,2.8,63,i,24.2,-6.7%,3.2%,0.5%,4.5%,-19.1,637,-1.1%

# Part of the list above, reformatted:
# Every second line gives: GPR55 LPI antagonism	NTR1 agonist	NTR1 agonist cell count 20 µM	T cell HTS	T cell HTS vesicle-bound %	Rac1 GTP hydrolysis	LYP inhibition	GPR55 activation	GPR35 arrestin U2OS	Lipid droplet	Lipid droplet cells 6.5 µM	Large T inhibition
> CCN(CC)S(=O)(=O)c1cccc(C(=O)Nc2cc(C)cc(C)c2)c1
 : -2.9%	-2.0	73	i	48.4	4.3%	5.8%	0.3%	13.3%	.	.	-2.6%
> COC(=O)c1c(NC(=O)C(C)C)sc(C(=O)N2CCOCC2)c1C
 : -4.1%	2.3	70	i	47.7	-6.2%	-9.0%	0.0%	-9.6%	0.8	827	0.0%
